# USP2a inh – qHTS Assay for Inhibitors of Ubiquitin-specific Protease USP2a Using CHOP2 as the Reporter; Potency, µM (doses to about 38.3 µM), for inactives: at the highest dose activity change, negative = inhibition, most hits filed as inhibitors; AID 463254, 2010; hit rate 0.01% among 330,000; Ubiquitin carboxyl-terminal hydrolase 2 (Homo sapiens), O75604; USP2 core, Ub-CHOP2 coupled fluorogenic reporter, 485/531;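 further: potency means the concentration at half of the fitted maximal effect; plate controls were DMSO wells for no effect and full inhibition by NEM control for full effect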
# Target sequence (O75604 whole entry, looked up): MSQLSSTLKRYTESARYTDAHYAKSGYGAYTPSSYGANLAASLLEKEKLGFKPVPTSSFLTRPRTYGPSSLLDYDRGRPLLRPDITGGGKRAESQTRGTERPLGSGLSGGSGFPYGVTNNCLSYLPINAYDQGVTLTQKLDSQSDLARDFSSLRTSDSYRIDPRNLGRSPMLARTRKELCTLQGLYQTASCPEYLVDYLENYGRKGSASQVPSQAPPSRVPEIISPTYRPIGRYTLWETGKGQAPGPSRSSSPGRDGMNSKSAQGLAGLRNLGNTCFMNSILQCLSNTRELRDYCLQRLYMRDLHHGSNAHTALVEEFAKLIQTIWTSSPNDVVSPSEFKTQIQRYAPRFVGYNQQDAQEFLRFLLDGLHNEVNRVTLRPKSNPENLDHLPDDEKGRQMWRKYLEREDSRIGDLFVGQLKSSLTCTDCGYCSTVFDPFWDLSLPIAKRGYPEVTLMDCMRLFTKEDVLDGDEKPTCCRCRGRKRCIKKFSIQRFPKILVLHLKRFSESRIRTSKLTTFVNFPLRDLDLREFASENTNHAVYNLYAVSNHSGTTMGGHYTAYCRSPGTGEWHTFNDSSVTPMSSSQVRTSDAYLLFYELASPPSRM
#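 Deubiquitinase activity read as fluorescence (485/531 nm) after Ub-CHOP2 cleavage activates the enterokinase reporter on its substrate; USP2 core 10nM, Ub-CHOP2 and substrate 25nM each, 30min compound preincubation then 60min RT; data normalized to NEM, curves fitted.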
# uPA generation – qHTS for Inhibitors of Cell Surface uPA Generation | hit rate 0.31% among 330,000 | AID 540303, 2011 | Potency, µM (top dose mostly 38.3 µM), without a hit: at the top dose activity change, negative = inhibition, usual class: inhibitors | cell surface uPA generation assay, qHTS; active means well fitted inhibition curve with a large enough effect; inconclusive means small, poorly fitted or top-dose-only effect; inactive means no such curve, though single readings can be large or run the other way; tested in mouse RAW 264.7 cells; further: potency means the concentration at half of the fitted maximal effect; on the % scale 0 is the no-effect control and ±100 the full control effect; nearly all actives have a fitted effect of over 55% in size
# B2AR arrestin – qHTS assay of beta-arrestin-biased ligands of beta2-adrenergic receptor. beta-arrestin recruitment to beta2AR, cell-based reporter. Potency, µM (top dose mostly 46.1 µM), without a hit: at the top dose activation, usual class: activators. hit rate 0.02% among 330,000;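 further: potency means the concentration at half of the fitted maximal effect; 0% = DMSO controls and full agonism = EC100 isoproterenol or metaproterenol; nearly all actives have a fitted effect of over 65% in size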
# Target sequence (P07550 whole entry, looked up): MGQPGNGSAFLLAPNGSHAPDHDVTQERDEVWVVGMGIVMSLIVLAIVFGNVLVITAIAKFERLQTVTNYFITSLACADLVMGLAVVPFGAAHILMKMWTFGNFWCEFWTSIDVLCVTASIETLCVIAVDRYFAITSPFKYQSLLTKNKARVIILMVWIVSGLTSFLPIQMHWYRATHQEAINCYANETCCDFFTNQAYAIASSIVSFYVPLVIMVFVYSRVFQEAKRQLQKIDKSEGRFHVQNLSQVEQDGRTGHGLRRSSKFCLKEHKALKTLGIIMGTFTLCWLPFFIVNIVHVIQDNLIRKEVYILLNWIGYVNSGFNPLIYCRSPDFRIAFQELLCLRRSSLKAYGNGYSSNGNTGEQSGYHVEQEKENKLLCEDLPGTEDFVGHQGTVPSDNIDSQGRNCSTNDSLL
# Tb PFK inh – qHTS Assay to Find Inhibitors of T. brucei phosphofructokinase; T. brucei PFK, ADP-Glo luminescence; Potency, µM (doses to about 57.5 µM), for the others: at the top dose activity, negative = inhibition, most hits filed as inhibitors; hit rate 0.17% among 330,000;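 further: potency means the concentration at half of the fitted maximal effect; 0% = uninhibited 1x PFK enzyme wells and -100% = no-enzyme wells; nearly all actives have a fitted effect of over 60% in size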
#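 Compounds were pin-transferred as a titration series up to 57 uM into substrate buffer (0.5 mM F6P, 0.1 mM ATP, pH 8.0), then 1.25 nM PFK was added and reactions ran 45 min before ADP-Glo detection.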
# Eya2 inh – qHTS Assay for Inhibitors of the Phosphatase Activity of Eya2; Protein phosphatase EYA2 (Homo sapiens), O00167; recombinant Eya2, OMFP fluorescence dephosphorylation (OMFP is methylfluorescein phosphate); Potency, µM (top dose mostly 76.9 µM), for the others: top-dose activity, negative = inhibition, most hits filed as inhibitors; hit rate 0.006% among 330,000; further: potency means the concentration at half of the fitted maximal effect; on the % scale 0 is the no-effect control and ±100 the full control effect
#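 Eya2 protein (added as 0.2 uM solution) was preincubated with compound for 10 min at ambient temperature in 50 mM HEPES pH 7.5, 50 mM NaCl, 5 uM MgCl2, 0.05% BSA, 1 mM DTT. OMFP (added at 50 uM) then reacted 10 min; fluorescence read at 485/525 nm.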
# ELG1 DNA repair – qHTS screen for small molecules that inhibit ELG1-dependent DNA repair in human embryonic kidney (HEK293T) cells expressing luciferase-tagged ELG1; HEK293T ELG1-luciferase reporter, luminescence, 16 h; DNA damage induced by 5-fluorouridine; Potency, µM (titrated, usually from 46.1 µM), for the others: at the highest dose activity change, negative = inhibition, hits mostly inhibitors; hit rate 2.3% among 330,000; AID 504467, 2011; further: potency means the concentration at half of the fitted maximal effect; on the % scale 0 is the no-effect control and ±100 the full control effect; nearly all actives have a fitted effect of over 55% in size
#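 In this reporter screen, reduction of luminescence relative to DMSO vehicle indicated activity. Compounds and 5-fluorouridine were added together to 2,000 cells per well, incubated for 16 hr at 37 °C, then developed with ONE-Glo.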
# Mito fusion act – qHTS Assay for Small Molecule Inhibitors of Mitochondrial Division or Activators of Mitochondrial Fusion; S. cerevisiae fusion-defective mutant growth rescue, CellTiterGlo 48 h; Potency, µM (titrated, usually from 46.1 µM), inactives show at the highest dose growth rescue (activation), actives largely listed as activators; hit rate 0.23% among 320,000; AID 485298, 2010;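 further: potency means the concentration at half of the fitted maximal effect; % of control where 0% means no effect; nearly all actives have a fitted effect of over 45% in size; temperature-sensitive fusion mutants such as fzo1-1 at 37 °C on non-fermentable ethanol glycerol medium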
#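 Temperature-sensitive fusion-defective S. cerevisiae (e.g. fzo1-1, mgm1-5) were grown with compound in YPEG medium (3% ethanol, 3% glycerol) for 48 hours at 37C. Growth rescue was measured as viability by CellTiterGlo luminescence after 10 minutes at ambient.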
# TSHR antag – Antagonists of the Thyroid Stimulating Hormone Receptor: HTS campaign. TSHR-expressing cells, TSH-stimulated cAMP HTRF, 2 h; active compounds read low. hit rate 0.2% among 330,000. activity change, negative = inhibition, % at 11.5 µM;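 active means activity change below a set negative limit, meaning inhibition stronger than a set level, cut at about -70% in these data; inconclusive means activity change between two set negative limits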; further: on the % scale 0 is the no-effect control and ±100 the full control effect
#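 Freshly harvested TSHR cells receive pin-tooled compound, then EC80 TSH at 4nM final. After 2 hours at 37 deg C, antibody in lysis buffer and cAMP-d2 are added; 30 minutes at ambient temperature precede the HTRF read.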
# TSG101-PTAP inh – qHTS Assay for Iinhibitors of HIV-1 Budding by Blocking the Interaction of PTAP/TSG101; Tumor susceptibility gene 101 protein (Homo sapiens), Q99816; Fluorescence polarization, FITC-PTAP peptide / Tsg101 binding; Potency, µM (highest dose often 115 µM), inactives show at the top dose activity change, negative = inhibition, actives largely listed as inhibitors; 340,000 tested, under 10 active; AID 493005, 2010; active means well fitted inhibition curve with a large enough effect in the main read-out, with a control signal flat, not every such curve was filed as active; inconclusive means small, poorly fitted or top-dose-only effect, or effect the other way, or a change in a side signal; inactive means no such curve, though single readings can be large or run the other way; further: potency means the concentration at half of the fitted maximal effect; % of control where 0% means no effect
#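 Tsg101 binding domain (10 uM final) was mixed with compound and a FITC-labeled PTAP peptide (50 nM final) in HEPES pH 7.5 buffer with NaCl, Tween 20, EDTA and TCEP; fluorescence polarization was read after 20 min at r.t.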
# Chronic BCR inh – qHTS Assay to Find Inhibitors of Chronic Active B-Cell Receptor Signaling. ABC-DLBCL IkBa-CBG/CBR reporter, luminescence ratio, 4 h. Potency, µM (doses to about 46.1 µM), inactives show at the highest dose ratio change, negative = lower green/red ratio, usual class: inhibitors. hit rate 0.05% among 340,000. AID 493014, 2011; active means well fitted inhibition curve with a large enough effect in the signal ratio, with a control signal flat, not every such curve was filed as active; inconclusive means small, poorly fitted or top-dose-only effect, or effect the other way, or a change in a side signal; the % refers to the signal ratio;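 further: potency means the concentration at half of the fitted maximal effect; plate controls were basal doxycycline-induced cells for no effect and cells given 10 µM MG132 for full effect; MG132 reads +100%, hits lower the ratio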
#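 Doxycycline induced both beetle luciferases in TMD8 lymphoma cells; IKK-driven degradation limits the IkappaBalpha-fused green signal, while red luminescence normalises for cell number and nonspecific effects. Compounds tested up to 46 uM, 4 hrs.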
# TCR activator – Activators of T cell receptors: qHTS campaign. primary human leukocytes, anti-CD3, IL-2 HTRF, 48 h. Potency, µM (top dose mostly 9.22 µM), for the others: at the top dose activation of IL-2 secretion, usual class: activators. 330,000 tested, under 10 active; further: % of control where 0% means no effect
#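 Primary human leukocytes receive a-CD3 beads and test compound and are incubated 48 hr. Secreted IL-2 is then assayed by HTRF, measuring 665nm acceptor emission after 320nm excitation of the europium donor.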
# * marks the source's active call; other numbers are inactive results; u = inconclusive; x = not tested or not shown; [ ] = dose if it differs, or a comment. Unless noted, the call rests on the fitted dose curve; in most records, active means well fitted curve in the direction sought with a large enough effect; inconclusive means small, poorly fitted or top-dose-only effect, or another doubt; inactive means no such curve, though single readings can be large; an effect the other way counts as inactive or inconclusive.
SMILES,USP2a inh,uPA generation,B2AR arrestin,Tb PFK inh,Eya2 inh,ELG1 DNA repair,Mito fusion act,TSHR antag,TSG101-PTAP inh,Chronic BCR inh,TCR activator
C/C(=N\Nc1nncc2ccccc12)c1ccc(Cl)c([N+](=O)[O-])c1,2%,-2%,-0.7%,-3%,7%,u,0%,24,-2%,u,-5%
O=C(O)c1ccc(/C=C2\SC(=S)N(NC(=O)c3ccc(Br)cc3)C2=O)cc1,2%,-1%,0.3%,-1%,13%,13%,6%,-17,-7%,17%,13%
COc1ccc(N(C(=O)c2ccco2)C(C(=O)NC2CCCC2)c2ccc(N(C)C)cc2)cc1OC (configuration not stated),-2%,0%,-0.9%,-3%,12%,-6%,-3%,-1,1%,10%,8%[46.1 µM]
CC(C)Oc1ccc(/C=C(\NC(=O)/C=C/c2ccco2)C(=O)NCCc2nc3ccccc3[nH]2)cc1,2%,-1%,0.2%,9%,-9%,u,0%,-11,1%,16%,2%[46.1 µM]
COc1cccc(/C=c2\s/c(=C/C(=O)c3ccc(C)cc3)[nH]c2=O)c1OC,3%,3%,-0.8%,0%,2%,0%,0%,5,-3%,0%,-1%[46.1 µM]
C=CCn1c(SCC(=O)N(CCOC)c2c(N)n(CC(C)C)c(=O)[nH]c2=O)nc2ccccc21,2%,3%,-0.1%,-2%,4%,15%,-3%,-2,-9%,-4%,1%
N=c1c(C(=O)NCC2CCCO2)cc2c(=O)n3ccccc3nc2n1C1CCCC1 (configuration not stated),0%,0%,-0.3%,4%,8%,u,3%,5,-3%,-5%,7%
CCCNC(=O)COC(=O)c1cc(-c2ccc(OC)cc2)nc2ccccc12,-1%,-15%,0.3%,-8%,-5%,10%,1%,3,2%,u,7%
Cc1nnc(NC(=O)c2cccc(S(=O)(=O)N(C)c3cccc(Cl)c3)c2)s1,0%,-4%,0.2%,-1%,-8%,7%,10%,-18,-2%,1%,-4%
CC(OC(=O)c1ccc2c(=O)n3c(nc2c1)CCC3)C(N)=O (configuration not stated),9%,-12%,0.3%,0%,-3%,-11%,-3%,4,-3%,4%,5%
COc1cc(OC)c(OC)cc1CNCCSc1nnnn1C,-4%,2%,0.2%,4%,-1%,1%,4%,14,0%,-7%,-5%
O=C(COc1ccccc1[N+](=O)[O-])N1CCCc2ccccc21,1%,-6%,-0.4%,0%,-18%,u,10%,15,-1%,-18%,-6%
Cc1cccc(/C=N/n2c(-c3ccccc3)n[nH]c2=S)c1O,-1%,3%,0.0%,-5%,-12%,0%,-3%,-8,-1%,6%,0%
CCC(=O)NC(=S)Nc1ccc(S(=O)(=O)NC2CCCCC2)cc1,-5%,7%,0.1%,0%,-9%,5%,-10%,-8,-7%,-7%,x
O=[N+]([O-])c1cc(C(F)(F)F)ccc1SCC(O)CO (configuration not stated),1%,3%,-0.4%,0%,7%,-18%,-4%,2,0%,2%,3%
CCc1cccc(NC(=O)C2CC2c2ccccc2)c1 (configuration not stated),-2%,0%,0.5%,-1%,2%,u,-2%,-12,-3%,-3%,-3%
Cc1ccc(N2CC(C(=O)NCCC(C)C)CC2=O)cc1 (configuration not stated),2%,-2%,-0.4%,1%,4%,-3%,0%,-4,1%,15%,-6%[46.1 µM]
COc1c(C(=O)NC(=S)Nc2nnn(C)n2)cc2ccccc2c1Br,2%,8%,-0.2%,-15%,-18%,15%,-2%,30,0%,u,-1%
CC(C)C(NC(=O)CN1C(=O)c2ccccc2C1=O)c1ccccc1 (configuration not stated),0%,7%,-0.6%,8%,-2%,9%,10%,-3,-2%,3%,2%
CN(C)S(=O)(=O)c1ccc(NC(=O)c2ccc([N+](=O)[O-])cc2)cc1,11%,-2%,-1.6%,2%,1%,-18%,-6%,2,-2%,1%,11%
COC(=O)c1ccc(N2C(=O)c3ccc(OC)c(OC)c3C2=O)cc1,3%,1%,-0.1%,-2%,3%,0%,0%,3,-1%,0%,2%
CC(C)c1ccc(NC(=O)C[n+]2ccn(C3=C([O-])c4ccccc4C3=O)c2)cc1,11%,6%,0.3%,-4%,-2%,-3%,-9%,-8,0%,10%,x
CCOC(=O)C1(CCOC)CCN(C(=O)c2ccc(CSC)o2)CC1,1%,-9%,-0.6%,0%,-8%,0%,-4%,5,-7%,-10%,0%
CCC(C)c1ccccc1NC(=O)C(C)NCCN(C)C (configuration not stated),2%,1%,-0.3%,-8%,-2%,u,3%,-1,-4%,9%,-1%
COC(=O)c1c(NC(=O)COc2ncnc3ccccc23)sc(C)c1C,-6%,-1%,-0.4%,0%,-3%,-9%,-6%,-4,4%,u,0%[46.1 µM]
CC1(C)Cc2cccc(OCC(=O)Nc3cc(S(C)(=O)=O)ccc3Cl)c2O1,-2%,-5%,0.5%,0%,-10%,-27%,-1%,-15,-2%,5%,0%
Cc1cccc(N2CCN(C(=O)c3cccc(N4CCCC4=O)c3)CC2)c1C,3%,-8%,0.0%,3%,-12%,u,u,2,-6%,-7%,2%
CCOc1ccc(/C=C2\SC(=S)N(NC(=O)c3ccncc3)C2=O)cc1OC,12%,-6%,-0.1%,2%,-29%,17%,0%,-12,11%,15%,3%
CN1C(=O)CSC1=S,-1%,-16%,0.0%,-10%,-12%,14%,2%,6,0%,2%,-11%
O=C(OCc1nnc(-c2ccccc2)o1)c1ccccc1,2%,9%,-0.2%,-1%,8%,9%,5%,4,-1%,u,6%
COc1cc(CN2CCCCCC2)cc(OC)c1OC,1%,1%,-0.7%,1%,3%,-5%,-1%,10,2%,5%,-3%
CCCc1cc(C(=O)NCc2ccc(OC)cc2)no1,3%,-3%,0.1%,0%,-13%,u,-8%,-13,-2%,3%,7%
Cc1c(C(=O)N2CCC(C(N)=O)CC2)oc2ccc(Br)cc12,0%,-6%,-0.6%,3%,10%,u,-2%,-1,-4%,u,2%
Cc1ccc(-n2c(C)c(C)c3c(N)ncnc32)cc1,1%,-1%,0.4%,5%,-1%,7%,-8%,-5,1%,u,-3%
O=C(Nc1ccc(F)cc1)c1sc(Cl)nc1-c1ccccc1,2%,2%,0.1%,-5%,-2%,4%,-2%,-13,0%,u,6%[46.1 µM]
C(=N\n1cnnc1)/c1ccc(OCc2ccccc2)cc1,0%,x,0.2%,2%,-3%,u,1%,-6,-3%,u,x
Cc1sc2c(c1C)CN(Cc1ccncc1)CN2C(=O)c1ccco1,3%,3%,0.0%,2%,-33%,u,1%,-8,-7%,u,3%
O=C(COc1ccccc1)N1CCN(C(=O)c2cccc(F)c2)CC1,-2%,0%,-0.3%,-1%,12%,-1%,2%,-2,-6%,u,4%
CCCNC(=O)CCn1nc(-c2ccc(Cl)cc2)c2ccccc2c1=O,14%,-1%,-0.2%,0%,u,-10%,10%,-3,-3%,-3%,1%
CC1(C)Cc2nc3oc4c(SCC(N)=O)ncnc4c3cc2CO1,0%,3%,-1.1%,2%,-25%,2%,-3%,2,0%,-2%,-9%
COc1ccc2nc(NC(=O)CSc3nc4cccnc4n3C)sc2c1,1%,6%,-0.3%,0%,-23%,u,5%,-11,3%,u,2%
CCCn1c(C(CO)Nc2nc(-c3cccc(Br)c3)cs2)nc2ccccc21 (configuration not stated),0%,7%,0.5%,1%,-18%,11%,-25%,-2,0%,17%,7%

# Source: PubChem
